STAT1 blocker = STAT1 signaling inhibitors, primary screen, cell-based, HTS, luciferase reporter | NIH 3T3 STAT1-luciferase reporter, IFN-gamma, luminescence | inhibition, % at 5.5 µM | actives 0.35% (n = 200,000) | AID 920, 2007;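 active = inhibition above a set limit, the mean inhibition across all tested compounds plus 3 SD, cut at about 34% in these data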;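 note: 0% = IFN-gamma with DMSO and 100% = IFN-gamma with 300 µM nifuroxazide; values of inactives mirror those of a sister screen read the other way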
STAT3 blocker = IL-6 driven STAT3 reporter inhibitors, primary screen, U3A cells, luciferase, luminescence, MLSCN library; actives 0.89% (n = 190,000); inhibition, % at 5.5 µM; IL-6 STAT3-luciferase reporter; host cell line lacks STAT1;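 active = inhibition above the mean inhibition across all screened compounds plus 3 SD, cut at about 44% in these data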;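 note: 0% = DMSO only wells and 100% = 100 µM nifuroxazide control wells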
SRC2 TRFRET art = TR-FRET signal artefacts, primary screen, artefact control for PPARgamma SRC-2 agonist project, biochemical. TR-FRET artefact counter-screen; hits give high values. TR-FRET ratio at 8 µM. actives 0.4% (n = 200,000). AID 1049, 2008; in the data active = TR-FRET ratio above about 2000; note: inactives centre near 1500
PPARg SRC-2 ag = agonists of PPARg-SRC-2 recruitment, primary screen, biochemical, HTS | Peroxisome proliferator-activated receptor gamma (Homo sapiens), P37231 | PPARgamma LBD-SRC-2 recruitment | activation, % at 8 µM | actives 0.34% (n = 200,000) | AID 1032, 2008; in the data active = activation above about 22%;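 note: 0% = vehicle and 100% = reference agonist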
Target sequence (P37231 whole entry, looked up, the tested form may be a part): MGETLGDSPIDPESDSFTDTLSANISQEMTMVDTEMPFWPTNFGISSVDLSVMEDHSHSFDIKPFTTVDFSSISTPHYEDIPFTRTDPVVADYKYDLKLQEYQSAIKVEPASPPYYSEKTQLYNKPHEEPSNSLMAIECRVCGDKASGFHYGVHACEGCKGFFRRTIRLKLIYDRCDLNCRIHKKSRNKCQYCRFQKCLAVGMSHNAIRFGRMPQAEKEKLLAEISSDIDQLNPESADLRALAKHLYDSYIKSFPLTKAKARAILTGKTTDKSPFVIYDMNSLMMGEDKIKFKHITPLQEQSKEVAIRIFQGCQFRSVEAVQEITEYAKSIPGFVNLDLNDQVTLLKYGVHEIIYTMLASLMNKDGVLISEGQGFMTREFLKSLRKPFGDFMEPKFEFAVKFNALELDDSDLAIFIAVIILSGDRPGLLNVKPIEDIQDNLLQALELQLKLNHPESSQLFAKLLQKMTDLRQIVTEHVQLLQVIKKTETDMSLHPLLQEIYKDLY
PPARg SRC3 recr = PPARgamma agonists recruiting SRC-3 coactivator, primary screen, biochemical | biochemical PPARgamma/SRC-3 coactivator recruitment assay | activation, % at 8 µM | actives 0.26% (n = 200,000); in the data active = activation above about 23%;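 note: 0% = DMSO and 100% = reference agonist; some compounds past the cut are filed as inactive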
bIAP activator = bovine intestinal alkaline phosphatase activators, primary screen, biochemical, bovine IAP, CDP-star luminescence | alkaline phosphatase, intestinal [Bos taurus] | purified bovine IAP, 30 min; hits give high values; fold of DMSO-control signal, blank-subtracted | activation factor at 20 µM | actives 0.17% (n = 200,000);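 active = activation factor of 2 or more at 20 µM, a signal rise over negative controls twice the positive control's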
ROMK primary = ROMK potassium channel modulators, primary screen, cell-based, thallium flux, MLSMR library | B-score at 10 µM | AID 1918, 2009 | Tet-inducible ROMK, thallium flux fluorescence; actives lie on both sides | ATP-sensitive inward rectifier potassium channel 1 (Homo sapiens), P48048 | actives 2% (n = 130,000);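 active = signal ratio slope over the read window, or its plate-corrected B-score, at least 3 SD from the plate mean, either direction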;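 note: B-score of the F/F0 ratio slope over 7 to 12 s after thallium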
Target sequence (P48048 whole entry, looked up): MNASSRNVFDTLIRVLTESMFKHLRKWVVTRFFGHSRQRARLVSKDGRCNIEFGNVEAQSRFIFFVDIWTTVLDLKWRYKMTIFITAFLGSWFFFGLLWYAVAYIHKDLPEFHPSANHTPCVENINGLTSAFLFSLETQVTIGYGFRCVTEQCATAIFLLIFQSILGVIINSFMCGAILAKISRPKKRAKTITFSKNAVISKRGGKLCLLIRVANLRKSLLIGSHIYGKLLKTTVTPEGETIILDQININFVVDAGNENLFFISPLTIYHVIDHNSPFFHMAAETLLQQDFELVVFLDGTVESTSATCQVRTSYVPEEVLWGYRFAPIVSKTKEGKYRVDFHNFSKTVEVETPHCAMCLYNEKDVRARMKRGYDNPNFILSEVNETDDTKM
PPARg SRC-1 ag = PPARgamma agonists recruiting SRC-1 coactivator, primary screen, biochemical; Peroxisome proliferator-activated receptor gamma (Homo sapiens), P37231; PPARgamma-SRC-1 coactivator recruitment biochemical assay; activation, % at 8 µM; actives 0.41% (n = 200,000); in the data active = activation above about 19%;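 note: 0% = DMSO and 100% = reference agonist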
bIAP inhibitor = bovine intestinal alkaline phosphatase inhibitors, primary screen, selectivity assay for TNAP inhibitor project, biochemical, bovine IAP, CDP-star luminescence | alkaline phosphatase, intestinal [Bos taurus] | 190,000 tested, under 10 active | inhibition, % at 20 µM | purified bovine IAP, 30 min;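 active = over 50% inhibition of intestinal alkaline phosphatase at 20 µM in the single-dose screen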
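Incubation: 30 min reaction at room temperature / Material: purified bovine intestinal alkaline phosphatase (IAP) enzyme / Input: enzyme at 1/65,000,000 dilution / Dosing: 20 µM single dose / Signal: CDP-star luminescence signal / Reagent: CDP-star chemiluminescent phosphatase substrate, 30 µM final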
TNAP act hi DEA = TNAP activators at high phosphate acceptor level, primary screen, biochemical, luminescence, uHTS; Alkaline phosphatase, tissue-nonspecific isozyme (Homo sapiens), P05186; purified TNAP, CDP-star luminescence, 1 M DEA, 30 min; hits give high values; 0 = EDTA background, 1 = DMSO-only activity; activation factor at 20 µM; 200,000 tested, under 10 active;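 active = activation factor at least 2 at 20 µM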
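Control set: EDTA negative control, DMSO positive control / Assay system: human TNAP / Quantity: TNAP 1/800 final / Evaluation: TNAP activation factor scaled between EDTA and DMSO control wells / Measured by: luminescent substrate turnover signal / Compound dosing: one dose, 20 µM / Times: 30 min enzyme reaction at room temperature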
STAT3 activator = IL-6 driven STAT3 reporter potentiators, primary screen, U3A cells, luciferase, luminescence, MLSCN library | IL-6 STAT3-luciferase reporter; 100% = signal with IL-6 EC80 alone | activation (% of control), % at 5.6 µM | actives 0.91% (n = 190,000) | AID 871, 2007;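 active = activation above the screen-wide mean of compound activation plus 3 SD, cut at about 130% in these data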;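 note: 0% = background luminescence of wells with medium and substrate only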
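Material: human U3A cells carrying STAT3-luciferase construct. Measured by: reporter luminescence signal. Timing: compound 1 h, then IL-6 6 h at 37 °C.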
Starred values were filed as active, the others as inactive; · = no result given.

Results follow in this order: STAT1 blocker	STAT3 blocker	SRC2 TRFRET art	PPARg SRC-2 ag	PPARg SRC3 recr	bIAP activator	ROMK primary	PPARg SRC-1 ag	bIAP inhibitor	TNAP act hi DEA	STAT3 activator
c1ccc2c(NCC3CCCO3)nc(N3CCCCC3)nc2c1 (stereo unspecified)
 : -1	4	1552	12	0	0.9	0.0083	4	7	1	99
Cc1ncc([N+](=O)[O-])n1CCOC(=O)Nc1ccc([N+](=O)[O-])cc1
 : -1	2	1454	-9	-6	1	·	-9	1	1	98
C=C(C)C1CC=C(C)/C(=N/NC(=O)c2cccc([N+](=O)[O-])c2)C1 (stereo unspecified)
 : 6	1	1812	6	0	0.9	0.56	4	6	1	102
CCCc1ccc(OCC(=O)Nc2cc(S(=O)(=O)CC)ccc2O)cc1
 : -11	-1	1432	-2	0	0.9	-0.57	-5	7	1.1	105
N#C/C(=C(/O)COC(=O)CCCNC(=O)c1ccc(Cl)cc1)c1nc2ccccc2[nH]1
 : 2	5	1672	-1	13	1.1	·	3	-9	1	104
COc1ccc(Cn2nnnc2CN2CCOCC2)cc1
 : -10	2	1379	-7	-9	1	1.1	-5	-2	1	101
CCc1nnc(N/N=C/c2c(C)[nH]c3ccccc23)n1N
 : -16	5	1584	3	5	1	1.7	2	5	1.1	105
O=C(CNCC1CCCO1)Nc1ccccc1N1CCCCCC1 (stereo unspecified)
 : -1	8	1620	6	3	1	·	2	3	1	97
Cc1ccc(-n2c(C)cc(C(=O)COC(=O)C3=NNC(=O)CC3)c2C)cc1
 : -24	9	1593	12	4	1	1.1	7	-3	1	93
N/C(=N\OC(=O)c1ccc(Br)o1)c1ccccn1
 : -24	9	1354	0	0	1	-0.44	-5	1	1	96
Cc1ccc(-c2csc(NC(=O)N3CCOCC3)n2)cc1
 : -20	25	1626	2	1	0.8	-0.072	-2	20	1.1	80
CCOC(=O)c1c(NC(=O)C2C3C=CC(C3)C2C(=O)O)sc2c1CC(C)CC2 (stereo unspecified)
 : 5	7	1458	15	5	0.9	2.2	3	5	1.1	95
Cn1nnnc1SCC(=O)Nc1ccccc1Cc1ccccc1
 : -1	-1	1608	4	-1	0.9	·	2	11	1.1	104
COc1ccc(-c2cc(-c3ccccc3)nc(SCC(=O)Nc3nccs3)c2C#N)cc1
 : 7	0	1682	7	0	1	0.74	2	3	1	102
Cc1ncc(CO)c2cc(C(N)=O)c(=Nc3ccccc3)oc12
 : 13	3	1647	5	-3	0.9	0.66	0	7	1.1	101
Cc1ccc(C)c(Cn2c(CO)nc3ccccc32)c1
 : 2	8	1688	7	10	1	·	-4	2	1	96
Cc1cc(C)cc(N2CC(C(=O)O)CC2=O)c1 (stereo unspecified)
 : 1	-1	1548	5	2	1	·	-6	4	1	105
COC(=O)C(Cc1ccccc1)NC(=O)CSc1nc(N)cc(=O)[nH]1 (stereo unspecified)
 : -1	3	1467	-2	-1	0.9	·	-4	10	1	100
CC(=O)Oc1ccc(C(=O)Nc2cc(NC(=O)c3ccc(OC(C)=O)cc3)cc(C(=O)NC(C)(C)C)c2)cc1
 : -3	-9	1430	-6	-3	1.2	·	-8	-19	1.1	108
O=C1CCCC(=O)N1c1ccc(O)cc1
 : -1	3	1658	11	3	1.1	-0.41	6	-12	1	103
O=C(COc1ccccc1Cl)N(Cc1ccco1)C1CCS(=O)(=O)C1 (stereo unspecified)
 : 6	5	1578	7	-1	1	·	4	3	1.1	102
O=C(Nc1ccccc1)C1=C(O)CC(c2ccco2)CC1=Nc1ccccc1 (stereo unspecified)
 : -3	1	1590	9	8	1	0.014	3	4	1	102
Cc1ccc(S(=O)(=O)N2CCN(C(=O)N(C)C)CC2)cc1C
 : 4	13	1584	7	-2	0.9	·	0	8	1	93
C[C@]12C=CC(=O)C=C1CC[C@H]1[C@@H]3C[C@@H](O)[C@](O)(C(=O)CO)[C@@]3(C)C[C@H](O)[C@@]12F
 : 1	20	1517	-6	-3	1.2	·	7	-16	1	85
CSc1ncccc1C(=O)OCC(=O)NC(C)(C)C
 : 0	1	1594	5	-2	1.1	0.096	-5	-7	1	103
CCOP(=O)(OCC)C(NC(=O)c1ccc(OC)c(OC)c1)c1ccccc1 (stereo unspecified)
 : -2	28	1560	-3	-2	1	-1.3	-2	-3	1	83
CCOC(=O)c1cc(-c2ccc(OC(F)F)cc2)nc2c1c(=O)[nH]c(=O)n2C
 : -5	4	1616	-12	-5	1	-0.18	-4	2	1.1	95
COc1ccc(OC)c(N/C=C2/CCCCC2=O)c1
 : 0	17	1566	8	18	1	·	10	1	1.1	88
Cc1nnc(SCCn2c(N(C)Cc3ccccc3)nc3c2c(=O)n(C)c(=O)n3C)s1
 : 5	-12	1355	-2	8	·	0.55	4	·	·	113
CCOc1ccccc1NC(=O)CCN(c1ccc(C)cc1)S(=O)(=O)c1ccccc1
 : -1	-10	1504	-5	-3	1	-0.66	-6	-1	1	106

Next part, starting with the last three of the part before.
Results follow in this order: STAT1 blocker	STAT3 blocker	SRC2 TRFRET art	PPARg SRC-2 ag	PPARg SRC3 recr	bIAP activator	ROMK primary	PPARg SRC-1 ag	bIAP inhibitor	TNAP act hi DEA	STAT3 activator
COc1ccc(OC)c(N/C=C2/CCCCC2=O)c1
 : 0	17	1566	8	18	1	·	10	1	1.1	88
Cc1nnc(SCCn2c(N(C)Cc3ccccc3)nc3c2c(=O)n(C)c(=O)n3C)s1
 : 5	-12	1355	-2	8	·	0.55	4	·	·	113
CCOc1ccccc1NC(=O)CCN(c1ccc(C)cc1)S(=O)(=O)c1ccccc1
 : -1	-10	1504	-5	-3	1	-0.66	-6	-1	1	106
Cc1ccc(C(=O)NC2CCN(CC(=O)Nc3cccc([N+](=O)[O-])c3)CC2)cc1
 : -1	4	1423	-1	2	1	-0.95	4	-1	1	101
CC1CCCN(CCC(=O)Nc2ccc3c(c2)CCC3)C1 (stereo unspecified)
 : -8	4	1626	4	4	1	·	2	-3	1	97
O=C(Nc1ccccc1C(=O)O)c1cc(S(=O)(=O)N2CCOCC2)cs1
 : -3	-2	1782	-4	3	1	1	11	0	1	104
Cc1c(C(=O)Nc2ccccc2)cn2c(nc3ccccc32)c1C#N
 : 0	6	1623	0	-3	0.9	-1.6	-9	10	1	94
Cc1cc(C)nc(Nc2ccc(N3CCOCC3)cc2)n1
 : -10	18	1542	15	14	1	·	13	3	1	90
CCc1ccc(C2c3[nH]c4ccccc4c3CCN2C(=O)c2ccc(=O)n(C)n2)cc1 (stereo unspecified)
 : -6	-30	1408	0	-1	1	-0.033	1	4	1	130
CC1CCN(C(=O)C2CCN(S(=O)(=O)c3cnc[nH]3)CC2)CC1
 : -4	6	1637	-2	17	1	0.54	-4	4	1	98
Cc1sc2nc(SCC(=O)NCCO)n(C)c(=O)c2c1C
 : 0	-4	1547	6	0	0.9	0.12	0	9	1	105
O=C(Nc1ccc(N2CCCCC2)cc1)c1ccc2c(c1)OCCO2
 : -36	33	1557	12	10	0.8	1.5	-1	17	1	75
COC(=O)C1(C)NC(c2ccco2)C2C(=O)N(c3ccc(C)cc3)C(=O)C21 (stereo unspecified)
 : 10	2	1579	13	0	1	·	0	4	1.1	102
COC(=O)c1ccc(OC(=O)C2CC(=O)N(c3cccc(C)c3)C2)cc1 (stereo unspecified)
 : 6	0	1703	9	-6	1.2	0.042	2	-18	1	101
C/C(=N\N=C(/N)SC1CC(=O)N(c2ccccc2)C1=O)c1cccs1 (stereo unspecified)
 : -1	2	1517	1	-10	0.9	·	4	10	1	102
CCCCc1ccc(S(=O)(=O)NNC(=S)NCc2ccco2)cc1
 : -3	-4	1410	2	5	1.1	-1.2	1	-5	1	106
O=C(Nc1ccc(F)cc1)C(c1ccccc1)N1CCN(S(=O)(=O)c2ccccc2)CC1 (stereo unspecified)
 : 18	5	1638	-4	-2	0.9	·	0	9	1	98
COC(=O)C(NC=O)C(O)(Cc1ccccc1)C(F)(F)F (stereo unspecified)
 : 2	-63	1544	1	8	1	·	0	3	1	158*
Cc1ccccc1-n1c(Cn2c(=O)sc3ccccc32)nnc1SCC(=O)NCC1CCCO1 (stereo unspecified)
 : -5	0	1496	-5	-4	1.1	·	-7	-10	1.1	104
COc1ccc(CNC(=O)CSc2nnc(Cn3nnc4ccccc43)n2C)cc1
 : 4	-13	1638	3	4	1	0.36	2	4	1	111
O=C1NN(c2ccccc2)C(=O)/C1=C/c1cccs1
 : 8	-4	1412	6	4	0.8	·	3	21	1	100
O=C(Nc1ccc2c(c1)OCCO2)c1cc2ccccc2o1
 : 19	66*	1605	-8	-3	0.7	1.3	7	26	1	47
CCCCSCCCNC(=O)CS(=O)Cc1nc(-c2cccc(C)c2)oc1C (stereo unspecified)
 : -4	-5	1678	10	-3	1	·	0	2	1	108
CC(C)N(Cc1nc(-c2ccccc2)no1)C(=O)Cc1ccccc1
 : -1	7	1508	2	0	1.2	·	-1	-16	1.1	102
CN(c1ccc(OCC(=O)OCC(=O)Nc2ccc(F)cc2)cc1)S(=O)(=O)c1ccc(Cl)cc1
 : -6	3	1694	2	6	1	·	-1	3	1	97
Cc1c(C(=S)Nc2ccccc2)cnn1-c1ccccc1
 : -28	8	1448	2	-6	0.9	·	1	11	1	97
COc1ccc(NC(=O)c2ccc(C)cc2)c(OC)c1
 : -29	-11	1637	0	2	0.9	-0.8	2	9	1	107
CC(C)NC(=O)C1CCCN(S(=O)(=O)c2ccc(-n3cnnn3)cc2)C1 (stereo unspecified)
 : -2	8	1520	-6	-1	0.9	-1	-1	6	1	98
COc1ccc(C2(C(=O)NCc3ccccc3Cl)CCOCC2)cc1OC
 : 4	1	1507	8	5	0.9	0.77	3	8	1	103
CSC1=C(C#N)C(c2ccccc2Cl)C(C(C)=O)=C(C)N1 (stereo unspecified)
 : 11	18	1580	-2	9	0.9	0.041	-3	8	1	88
Cc1cc(/C=N/NC(=O)c2nn(C)cc2Cl)c(C)n1-c1cccc(Br)c1
 : -65	-6	1648	-6	1	0.8	1.3	-1	24	1	109

Compound activity as filed in PubChem.
